# Cav32 inh: human Cav3.2 channel inhibition, primary screen. Cav3.2-expressing cells, Fluo-4 calcium fluorescence FDSS; hits give low values. B-score at 10 µM. 4% of 100,000 active;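 active = single-dose well whose peak fluorescence ratio is a statistical outlier from its plate by either plate-standardised score or position-corrected B-score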
# The depositor's hits bear a star. A portion of the library; the hit share may differ from the screen's.
SMILES,Cav32 inh
Cn1c(=O)[nH]c(=O)c2[nH]c(CN3CCN(Cc4ccccc4)CC3)nc21,-0.017
COCCNC(=O)c1c(NC(=O)c2nc(SC)ncc2Cl)sc2c1CCCC2,0.072
CCCc1nc(SCc2ccccc2Cl)n[nH]1,0.016
O=C(CN1CCN(S(=O)(=O)c2ccc(F)cc2)CC1)Nc1cc(C(F)(F)F)ccc1Cl,0.5
COc1ccc(S(=O)(=O)N2CCN(c3ccc4nnc(-c5ccccc5)n4n3)CC2)cc1,1.9
O=C(CSc1ccc2c(c1)OCCO2)NC(=O)NC1CCCC1,0.17
COC(=O)C1=C(C(=O)OC)[C@@H]2N(C)c3ccc(OC)cc3[C@@]23C[C@@H](C(=O)OC)N(C(=O)NCCBr)C3=N1,0.32
Cc1cc(C)c(C#N)c(SCS(=O)Cc2ccc(Cl)cc2)n1 (configuration not stated),-2.1
CCOC(=O)c1nn(-c2ccc(Cl)cc2)c2nc(CC)c(C#N)c(=O)n12,-0.91
Cc1cc(C)nc(NS(=O)(=O)c2ccc(N/C=C3\CCCC3=O)cc2)n1,2
CCCc1[nH]nc2c1C(c1ccccc1OCC)C(C#N)=C(N)O2 (configuration not stated),0.0022
CCc1nc(SCC(=O)Nc2ccnc3ccccc23)n[nH]1,0.17
CC(C)[C@@H](CO)NC(=O)c1ccc2c3n(nc2c1)-c1ccc(Cl)cc1CO3,0.27
CCOC(=O)c1c(C)c(C(=O)Nc2ccc3c(c2)OCCO3)c(C)n1CC,-1.7
CC(C)c1nccn1S(=O)(=O)c1cc(Cl)ccc1Cl,0.022
C/C(=N\O)C1/C(=N/O)CC2C1C2(C)C (configuration not stated),-0.02
COc1ccc(O)c(/C=N\NC(=O)CCn2nnc3ccccc32)c1,0.63
c1ccc(N2CCN(Cc3ccsc3)CC2)nc1,-0.35
CCSCCNC(=O)c1cncc(Br)c1,0.2
O=C(O)CN1C(=O)SC(Nc2ccc(Cl)cc2)C1=O (configuration not stated),-0.59

# A portion from the list above:
SMILES,Cav32 inh
Cn1c(=O)[nH]c(=O)c2[nH]c(CN3CCN(Cc4ccccc4)CC3)nc21,-0.017
COCCNC(=O)c1c(NC(=O)c2nc(SC)ncc2Cl)sc2c1CCCC2,0.072
CCCc1nc(SCc2ccccc2Cl)n[nH]1,0.016
O=C(CN1CCN(S(=O)(=O)c2ccc(F)cc2)CC1)Nc1cc(C(F)(F)F)ccc1Cl,0.5
COc1ccc(S(=O)(=O)N2CCN(c3ccc4nnc(-c5ccccc5)n4n3)CC2)cc1,1.9
O=C(CSc1ccc2c(c1)OCCO2)NC(=O)NC1CCCC1,0.17
COC(=O)C1=C(C(=O)OC)[C@@H]2N(C)c3ccc(OC)cc3[C@@]23C[C@@H](C(=O)OC)N(C(=O)NCCBr)C3=N1,0.32
Cc1cc(C)c(C#N)c(SCS(=O)Cc2ccc(Cl)cc2)n1 (configuration not stated),-2.1
CCOC(=O)c1nn(-c2ccc(Cl)cc2)c2nc(CC)c(C#N)c(=O)n12,-0.91
Cc1cc(C)nc(NS(=O)(=O)c2ccc(N/C=C3\CCCC3=O)cc2)n1,2
CCCc1[nH]nc2c1C(c1ccccc1OCC)C(C#N)=C(N)O2 (configuration not stated),0.0022
CCc1nc(SCC(=O)Nc2ccnc3ccccc23)n[nH]1,0.17
CC(C)[C@@H](CO)NC(=O)c1ccc2c3n(nc2c1)-c1ccc(Cl)cc1CO3,0.27
CCOC(=O)c1c(C)c(C(=O)Nc2ccc3c(c2)OCCO3)c(C)n1CC,-1.7
CC(C)c1nccn1S(=O)(=O)c1cc(Cl)ccc1Cl,0.022
C/C(=N\O)C1/C(=N/O)CC2C1C2(C)C (configuration not stated),-0.02
COc1ccc(O)c(/C=N\NC(=O)CCn2nnc3ccccc32)c1,0.63
c1ccc(N2CCN(Cc3ccsc3)CC2)nc1,-0.35
CCSCCNC(=O)c1cncc(Br)c1,0.2

# More results follow.
SMILES,Cav32 inh
COCCNC(=O)c1cc(-c2ccc(Cl)c(Cl)c2)on1,0.066
CSc1nncn1/N=C/c1cc(Cl)ccc1F,0.098
CC(NC(=O)c1ccncc1)C(C)(C)C (configuration not stated),0.0088
Nc1ccc(C(=O)N2CCCC2)cc1,0.2
Cc1c(NC(=O)CN2CCN(c3ccccc3)CC2)c(=O)n(-c2ccccc2)n1C,-0.24
O=C(Nc1ccc2sccc2c1)c1ccc(Cl)s1,-0.7
COCCNC(=O)c1cc2sc3ccccc3c2s1,-2.4
COc1cccc(/C=N\n2c(C)nnc2C)c1OC,0.063
c1cncc(-c2nn3c(Cn4nnc5ccccc54)nnc3s2)c1,0.86
O=C(NCCCN1CCOCC1)c1onc(CSc2ccc(F)c(F)c2)c1C(=O)NCCCN1CCOCC1,-0.045
Cc1ccnc(NC(=O)CCC(=O)N(CC(=O)NCC2CCCO2)Cc2ccc(F)cc2)c1 (configuration not stated),-0.48
CCn1cc(S(=O)(=O)CC(=O)NC2CCCCC2)c2ccccc21,0.98
Cc1occc1C(=O)NNC(=O)C(c1ccccc1)c1ccccc1,0.12
O=C(O)CCC(NS(=O)(=O)c1ccc(N2CCCC2=O)cc1)C(=O)O (configuration not stated),0.058
O=S(=O)(NCCCO)c1ccc2c(c1)Cc1cc(S(=O)(=O)NCCCO)ccc1-2,-0.069
COc1ccc(S(=O)(=O)Nc2cc(Cl)ccc2OC)cc1,-1.9
CC(NS(=O)(=O)c1ccc(CCC(=O)N2CCN(C)CC2)cc1)c1ccccc1 (configuration not stated),0.35
CCCN(CC1CC1)c1nc(N)c2c(N)nc(OC)cc2c1C#N,2.1
CCN(C(=O)COC(=O)c1ccccc1Nc1cccc(C)c1C)C1CCS(=O)(=O)C1 (configuration not stated),-0.097
CCOC(=O)C1=C(C)N(c2ccccc2)C(=O)C1CC(=O)O (configuration not stated),-0.29
CC(=O)CCc1oc2ccc(NC(C)=O)cc2c1-c1ccc(C)o1,-0.43
CCOc1ccc(NC(=O)C2CCCN(S(=O)(=O)c3cccc4nsnc34)C2)cc1 (configuration not stated),0.39
O=C(COC(=O)c1cccc2ccccc12)Nc1ncc(C(F)(F)F)cc1Cl,-0.34
COC(=O)c1c(NC(=O)CN2C(=O)c3ccccc3C2=O)sc(Cc2ccc3c(c2)OCO3)c1C,-1.5
CCN=C(NCC)SC1CC(=O)N(c2ccccc2)C1=O (configuration not stated),0.28
COCC(=O)Nc1nc2ccc(S(C)(=O)=O)cc2s1,0.076
O=C(c1ccc(=O)n(Cc2ccccc2)n1)N1CCN(C/C=C/c2ccccc2)CC1,0.35
CCOC(=O)N1CCN(C(=O)C2CC(c3ccccc3OC)=NO2)CC1 (configuration not stated),1.4
CC1CCCN(S(=O)(=O)c2ccc(NC(=O)c3cccc(-n4cnnn4)c3)cc2)C1 (configuration not stated),-2.8
Cc1cc(C)cc(N2CCN(C(=O)N3CCOCC3)CC2)c1,1
OCCN1CN=C(Nc2nc3ccccc3o2)NC1,0.12
Fc1ccccc1CSc1nncn1NC/C=C/c1ccccc1,-1.5
Oc1ccccc1-c1cc(C(F)(F)C(F)F)[nH]n1,-1.3
COc1ccc(CCNc2ncnc3nc[nH]c23)cc1OC,0.95
CCn1c(SCC(=O)NCCOc2ccccc2)nc2ccccc2c1=O,-1.9
CCC1(CC)C(=O)C(C)(C)C(=O)OC1c1cccs1 (configuration not stated),-1.1
N#C/C(=C(/O)CN1C(=O)c2ccccc2C1=O)c1nc2ccccc2[nH]1,-4.2
O=C1CCCN1CCCN1C(=O)N[C@@H](Cc2ccccc2)C1=O,0.082
Nc1ccc(Cc2nc3cc4ccccc4cc3[nH]2)cc1,0.25
Cc1cc(C)n2cc(CSc3nnnn3-c3ccccc3C)nc2n1,0.75
Cc1ccc(N2C(=O)C(Cl)=C(NCCO)C2=O)c(C)c1,-0.28
Cn1c(CNc2ccc(Cl)cc2)nnc1SCc1ccccc1,-2.3
O=C(c1ccccc1Cl)N1CCN(c2ccccn2)CC1,-0.52
N#CCc1nc(CSc2nc3ccccc3o2)cs1,0.91
CC(C)CN(CC(C)C)S(=O)(=O)N1CCC(C(=O)NCCN2CCOCC2)CC1,-0.36
O=C1N2c3ccccc3CCc3cccc(c32)C1(O)C(F)(F)F (configuration not stated),-5.6*
C/C=C/Cn1c(N(C)Cc2ccccc2)nc2c1c(=O)[nH]c(=O)n2C,0.81
O=C(c1cccs1)c1coc2ccc(O)cc12,0.084
COc1ccc2[nH]cc(C(O)CN3CCN(c4ccccc4)CC3)c2c1 (configuration not stated),-0.67
CC(C)(C)OC(=O)N1CCCC1C(=O)NCCc1ccccc1 (configuration not stated),-0.14
N/C(=N\c1nc2c(c(=O)[nH]1)CCCC2)Nc1ccc(Oc2ccccc2)cc1,-1.9
O=C(CN1C(=O)CCSc2ccccc21)Nc1ccc(F)cc1,0.46
CCOC(=O)C1=C(CS(=O)(=O)c2ccccc2)NC(=O)NC1c1ccccc1 (configuration not stated),-1.5
Cc1cc(C(=O)O)c(S(C)(=O)=O)s1,0.0015
CC(C)(C)c1ccc(OCC(=O)NCc2ccco2)cc1,-2.9
Cn1c(=O)c2c(nc(CN3CCCCC3)n2Cc2c(F)cccc2Cl)n(C)c1=O,0.19
CCCOC(=O)c1ccc(Nc2nc(C)cc(=O)[nH]2)cc1,-0.13
O=C(CSc1nc2cccnc2n1Cc1ccccc1)N1CCCC1,0.66
O=C1CSC(c2cccnc2)N1C1CCCCC1 (configuration not stated),0.56
CCn1c(SCC(=O)NCc2ccccc2)nc2ccccc2c1=O,-0.032
# Going on with the list.
SMILES,Cav32 inh
CCOC(=O)c1ccc(N2CN=C3SCC(=O)N3C2)cc1,0.17
Cc1noc(/C=C/N(C)C)c1S(=O)(=O)N(C)CC(=O)N1CCc2ccccc21,1.2
O=C(Nc1ccc(N2CCOCC2)c(Cl)c1)c1cccnc1Cl,1.4
CCOc1ccc(NC(=O)c2cc3n(n2)C(C(F)(F)F)CC(c2ccco2)N3)cc1 (configuration not stated),0.035
CCC(=O)Nc1ccccc1C(=O)OCC(=O)c1ccc2ccccc2c1,-1.5
FC(F)(F)c1cccc(NC(=S)NNC(=S)NCc2ccccc2)c1,-2.9
COc1ccccc1-c1cc(C(=O)NC(C)C)no1,-0.57
CCOC(=O)C1=C(C)Nc2ccccc2N=C1NC(=O)c1cccc(S(=O)(=O)NCc2ccccc2)c1,0.0038
CCCc1nnc(NC(=O)c2cc(OC)cc(OC)c2)s1,0.53
COc1ccc(-n2ncc3c(NCc4ccccn4)ncnc32)cc1,1.7
CC(C)(C)c1ccc(OCc2ccc(C(=O)N/N=C/c3ccc([N+](=O)[O-])cc3)o2)cc1,-3.8
C=CCNC(=S)NNC(=O)c1cccn(Cc2ccc(Cl)cc2)c1=O,0.27
CCOC(=O)CSc1nc2c(c(=O)n1-c1ccc(OC)cc1)SCC2,0.42
Cc1ccc(NC(=O)C2CC(=O)n3c(nc4ccccc43)N2)cc1 (configuration not stated),-3.7
Cc1c(/C=N/n2cnnc2)c2ccccc2n1CCOc1ccccc1,-0.67
COc1ccc(-c2ccc(=O)n(Cc3cc(=O)n4ccccc4n3)n2)cc1,-0.084
CCOc1ccccc1NS(=O)(=O)c1cccs1,-0.34
O=C(O)Cc1csc2ccccc12,-0.057
CC(=O)Nc1ccc(S(=O)(=O)N2CCCc3ccccc32)cc1,-0.91
O=C(N/N=C/C=C/c1ccccc1)c1cc2c(ccc3ccccc32)o1,0.7
CCN(CC)CCOC(=O)c1c(C)oc2ccc(OC)cc12,0.8
COc1cc2cc3c(N)c(C(=O)NCc4ccco4)sc3nc2cc1OC,-0.28
CC(=O)c1ccc2c3c(cccc13)CC2,-0.33
CCCn1c(SCc2ccon2)nc2ccccc2c1=O,-2.4
O=C(Cc1ccccc1)Nc1nonc1NC(=O)c1ccccc1,0.21
Cc1ccc(C2C(C(=O)c3sc(C)nc3C)=C(O)C(=O)N2CCN(C)C)o1 (configuration not stated),0.87
COC(=O)c1cc(Cl)c(NC(=O)/C=C/c2ccc(Cl)cc2Cl)cc1OC,-0.91
CCOC(=O)c1nnn(-c2nn3nnnc3c3ccccc23)c1C,0.99
c1coc(CNc2ncnc3c2oc2ccccc23)c1,0.86
COC(=O)c1c(-c2ccccc2)csc1NC(=O)c1ccco1,0.7
CN(CCNC(=O)C1(O)c2ccccc2NC(=O)N1c1ccccc1)Cc1ccccc1 (configuration not stated),-0.033
Cc1cc(C)cc(C(=O)N2CC(C)OC(C)C2)c1 (configuration not stated),0.64
CCOC(=O)C1=C(C)NC(=O)NC1c1ccc2c(c1)OCCO2 (configuration not stated),1.1
CCC(C)Nc1nc(SC(C(C)=O)C(C)=O)nc(N(C)C)n1 (configuration not stated),-2.2
O=C(O)c1ccc(CN2C(=O)CSC2=S)cc1,0.51
O=C(CSc1nc(Nc2ccccc2)nc(N2CCOCC2)n1)Nc1ccc2c(c1)OCCO2,-1.9
COc1ccccc1Oc1ccc2c(c1)C(=O)N(c1ccc(Br)c3cccnc13)C2=O,-2
CC(C)Cn1c(C(C)C)nc([N+](=O)[O-])c1Sc1ccc(Cl)cn1,-5.8*
CCn1c(=O)n(CC)c2cc(S(=O)(=O)Nc3ccccc3C)c(C)cc21,0.71
CCOc1ccc(-n2c(SC(C)C)nc3c(c2=O)SCC3)cc1,-2
CN(C)S(=O)(=O)c1ccc(C(=O)OCC(=O)Nc2ccccc2OC(F)F)cc1,-1.3
CC(Oc1ccccc1)C(=O)N1CCC2(CC1)Oc1ccc(F)cc1C(=O)C21CC(c2ccc(Cl)cc2)=NO1 (configuration not stated),-2.8
O=C(O)c1ccc(-c2noc(-c3cccc(F)c3)n2)cc1,0.5
CN(C)c1ccc(CNC(=O)c2ccc(CNc3c(N4CCCCC4)c(=O)c3=O)cc2)cc1,-1
O=C(CSc1ccc(-c2nc3ccccc3[nH]2)cn1)N1CCN(C(=O)c2ccco2)CC1,0.25
C[C@@H](C[C@@H](O)[C@H](O)C(C)(C)O)[C@@H]1CC[C@]2(C)C3=CC[C@H]4C(C)(C)C(=O)CC[C@]4(C)[C@H]3CC[C@@]12C,-0.035
CC(C)n1c(NCc2cccs2)nc2ccccc21,-0.027
O=C(Nc1nc(-c2cccs2)cs1)c1cccc(S(=O)(=O)N2CCCCCC2)c1,-2.9
COc1ccc(Br)c(C(=O)Nn2c(C)nc3ccccc3c2=O)c1,1.4
O=C1c2ccccc2C(Nc2ccccc2)N1c1cccnc1 (configuration not stated),0.051
COc1ccc(N2CCN(C(=O)c3ccc4nc(N5CCCCC5)sc4c3)CC2)cc1,-0.41
c1ccn2c(c1)nc1c2nc2ccccn21,-0.63
CCCc1[nH]nc2c1C(c1ccccc1OC)C(C#N)=C(N)O2 (configuration not stated),0.68
